From PubChem BioAssay
Abeta yeast res: A-beta toxicity reversal in yeast | yeast expressing A-beta42, growth rescue, OD600, 48 h; response scale: 0% DMSO, 100% iron-clioquinol control | Potency, µM (top dose mostly 46.1 µM), for the others: top-dose growth rescue, most hits filed as activators | 0.063% of 410,000 active | AID 1347071; also: potency is read from the fitted curve at half-maximal effect; nearly all actives have a fitted effect of over 55% in size
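Growth rescue measured by 600 nm absorbance after 48 h yeast culture at 30 C with compound. Values normalized between DMSO and an equimolar ferric chloride plus clioquinol control.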
EPAC1 antag: antagonists of human EPAC1 | O95398 | EPAC1 GEF assay, Rap1b-BODIPY-GDP exchange fluorescence | Potency, µM (titrated, usually from 115 µM), for inactives: at the top dose activity change, negative = inhibition, hits mostly inhibitors | 0.14% of 360,000 active | AID 720709;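 also: potency is read from the fitted curve at half-maximal effect; plate controls were vehicle for no effect and positive control for full effect; nearly all actives have a fitted effect of over 50% in size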
FUS yeast rescue: rescues growth of FUS-expressing yeast; 0.24% of 390,000 active; AID 1347120; S. cerevisiae FUS-expressing, growth rescue, OD600, 24 h; Potency, µM (top dose mostly 76.6 µM), for the others: at the highest dose growth rescue (activation), hits mostly activators;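 also: potency is read from the fitted curve at half-maximal effect; plate controls were DMSO vehicle for no effect and reference control for full effect; nearly all actives have a fitted effect of over 55% in size; some results filed as inactive show a strong effect at the top dose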
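Yeast FUS proteinopathy model; galactose-induced FUS (2%), starting OD 0.005. Cpds in dilution series, 24hr, 30C, 99% humidity. Abs 600 nm growth. Pos ctrl CP55940 (top 92uM final); neg ctrl DMSO.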
WRN helicase inh: blocks human WRN helicase | AID 651768 | 0.46% of 360,000 active | Potency, µM (highest dose often 114 µM), for the others: at the top dose activity change, negative = inhibition, usual class: inhibitors | WRN helicase unwinding, fluorescent forked duplex, kinetic; also: potency is read from the fitted curve at half-maximal effect; % is scaled to controls: 0 for no effect and ±100 for the full control effect; nearly all actives have a fitted effect of over 55% in size
Target sequence (Q14191 whole entry, looked up): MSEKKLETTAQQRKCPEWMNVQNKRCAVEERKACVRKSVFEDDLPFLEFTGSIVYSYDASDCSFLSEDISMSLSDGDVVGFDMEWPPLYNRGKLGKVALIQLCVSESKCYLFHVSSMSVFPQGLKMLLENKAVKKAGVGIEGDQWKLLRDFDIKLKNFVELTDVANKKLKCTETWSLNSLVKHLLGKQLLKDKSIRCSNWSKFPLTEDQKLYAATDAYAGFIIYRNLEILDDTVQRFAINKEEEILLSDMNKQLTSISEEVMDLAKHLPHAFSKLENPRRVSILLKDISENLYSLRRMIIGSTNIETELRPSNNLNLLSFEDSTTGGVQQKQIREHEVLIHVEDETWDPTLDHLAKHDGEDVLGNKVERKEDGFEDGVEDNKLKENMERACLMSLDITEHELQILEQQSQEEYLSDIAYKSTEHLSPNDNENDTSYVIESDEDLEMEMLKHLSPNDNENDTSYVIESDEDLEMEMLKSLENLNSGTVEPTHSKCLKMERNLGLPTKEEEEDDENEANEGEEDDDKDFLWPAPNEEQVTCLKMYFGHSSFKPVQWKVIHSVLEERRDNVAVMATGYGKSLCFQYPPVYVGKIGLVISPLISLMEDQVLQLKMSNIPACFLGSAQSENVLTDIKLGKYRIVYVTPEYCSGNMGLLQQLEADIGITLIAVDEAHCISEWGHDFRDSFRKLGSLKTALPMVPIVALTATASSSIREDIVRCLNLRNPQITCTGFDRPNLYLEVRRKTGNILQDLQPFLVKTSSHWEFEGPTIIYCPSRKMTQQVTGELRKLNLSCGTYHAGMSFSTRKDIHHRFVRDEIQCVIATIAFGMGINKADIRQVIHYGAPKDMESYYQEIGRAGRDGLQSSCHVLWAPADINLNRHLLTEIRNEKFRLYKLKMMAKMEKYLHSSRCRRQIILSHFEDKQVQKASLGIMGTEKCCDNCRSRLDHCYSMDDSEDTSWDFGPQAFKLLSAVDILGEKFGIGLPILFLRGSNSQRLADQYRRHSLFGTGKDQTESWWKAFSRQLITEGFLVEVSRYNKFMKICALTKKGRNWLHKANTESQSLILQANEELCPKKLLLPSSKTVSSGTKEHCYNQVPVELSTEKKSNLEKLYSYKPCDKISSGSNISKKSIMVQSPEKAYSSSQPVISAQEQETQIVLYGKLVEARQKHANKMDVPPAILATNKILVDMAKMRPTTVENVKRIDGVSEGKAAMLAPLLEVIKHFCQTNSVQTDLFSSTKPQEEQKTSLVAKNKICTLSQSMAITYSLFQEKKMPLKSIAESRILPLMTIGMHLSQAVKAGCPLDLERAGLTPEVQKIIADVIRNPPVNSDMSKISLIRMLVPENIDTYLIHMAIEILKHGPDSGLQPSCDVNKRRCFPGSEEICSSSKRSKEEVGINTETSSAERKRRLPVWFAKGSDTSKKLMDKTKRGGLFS
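WRN at 20 nM final was preincubated with compound for 15 min at room temperature; reaction started with 100 nM forked duplex oligonucleotide carrying fluorophore and quencher plus 2 mM ATP (final). Unwinding followed kinetically by red fluorescence (ex 525/em 598 nm).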
PI5P4K alpha inh: PI5P4K alpha (human) kinase inhibition | P48426 | PI5P4Kalpha enzyme, ADP-Glo luminescence, 60 min; active compounds read low | max response, % | 1.2% of 330,000 active | AID 652105; active = max response of -50% or lower; inconclusive = between -30% and -50%; inactive = -30% or higher; also: value at the top dose of about 77 µM; % is scaled to controls: 0 for no effect and ±100 for the full control effect
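Quantitative HTS of the MLSMR library against PI5P4Kalpha with substrate. ATP added last at 5 microM final; room temperature, 60 minutes. Remaining ATP depleted, ADP converted and read as luminescence.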
IL-2 act: IL-2 activation; activation, % (series mostly up to about 46 µM); IL-2 activation reporter assay, cell-based qHTS; stimulated with anti-CD3/CD4/CD28 beads; in transgenic mouse T cells; AID 652025; 0.065% of 360,000 active; in the data active = activation above about 50%; inconclusive = mostly about 30% to 49%; also: 0% is about no effect
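Using fluorescent plate cytometry, EGFP and DsRed are detected in transgenic mouse T cells stimulated 18 h at 37 degrees C with antibody-coated beads after 60 min compound pretreatment.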
EPAC1 agonist: EPAC1 (human) agonism. EPAC1 agonist qHTS, biochemical assay; response scale: 100% = response to 6.5 mM cAMP. 0.073% of 360,000 active. O95398. Potency, µM (titrated, usually from 154 µM), inactives show top-dose activation, most hits filed as activators; also: potency is read from the fitted curve at half-maximal effect; nearly all actives have a fitted effect of over 60% in size
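Normalized to 6.5 mM cAMP, activity reflects EPAC1-catalysed release of BODIPY-GDP from Rap1B, followed kinetically over 30 min at 480 nm excitation, 540 nm emission. Reaction contained 100 nM EPAC1, 250 nM Rap1B-BODIPY-GDP, 50 uM GDP.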
PLK1 PBD block: blocks phosphopeptide binding to human PLK1 polo-box domain; 2.8% of 360,000 active; P53350; Potency, µM, for inactives: max response, negative = inhibition, usual class: inhibitors; Plk1 PBD binding of FITC phosphopeptide, fluorescence polarization; also: potency is read from the fitted curve at half-maximal effect; series mostly up to about 57 µM; % is scaled to controls: 0 for no effect and ±100 for the full control effect; nearly all actives have a fitted effect of over 65% in size
aSyn rescue: alpha-synuclein toxicity inhibition in yeast | AID 652106 | Potency, µM (doses to about 46.1 µM), inactives show at the top dose growth rescue (activation), most hits filed as activators | 0.14% of 370,000 active | Yeast expressing alpha-synuclein, growth rescue, BacTiter-Glo, 24 h; also: potency is read from the fitted curve at half-maximal effect; % of control where 0% means no effect; nearly all actives have a fitted effect of over 65% in size
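Galactose-induced alpha-syn yeast (OD600=0.02, raffinose-pregrown) + pinned cpd, 24 hr, 30 deg C; growth by BacTiter-Glo luminescence. Growth restoration scores as activation.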
Starred values were filed as active, the others as inactive; ? = inconclusive; nt = no result given; [ ] = another dose, or the depositor's remark. Unless noted, calls follow the shape of the dose curve; as a rule, active = well fitted curve in the direction sought with a large enough effect; inconclusive = small, poorly fitted or top-dose-only effect, or another doubt; inactive = no such curve, though single readings can be large; an effect the other way counts as inactive or inconclusive.

Values run as follows: Abeta yeast res, EPAC1 antag, FUS yeast rescue, WRN helicase inh, PI5P4K alpha inh, IL-2 act, EPAC1 agonist, PLK1 PBD block, aSyn rescue
1) CCOC(=O)c1cccc(NC(=O)CN2C(=O)C3CC=CCC3C2=O)c1 (stereo not drawn)
→ 5%, 0%, nt, -11%, 0, -1.9, -1%, -7%, 3%
2) CC(C)C(C(=O)OCC(=O)c1cccc([N+](=O)[O-])c1)N1C(=O)[C@@H]2[C@H]3CC[C@H](C3)[C@@H]2C1=O (stereo partly drawn)
→ -10%, -7%, nt, 11%, 1, 0.3, 2%, -6%, 1%
3) CCCn1c(NC(=O)c2ccccc2Br)nc2ccccc21
→ 5%, 4%, 6%, 0%, -7, -0.8, -2%, -19%, 10%
4) COc1ccc(CN(C(=O)c2nsc(Cl)c2Cl)C(C(=O)NC2CCCC2)c2ccc(C)cc2)cc1 (stereo not drawn)
→ 13%, -30%, 22%, -33%[57.1 µM], 3, -3.8, 4%, -12%, -4%
5) O=C(c1coc2ccccc2c1=O)N1CCN(c2cccc(C(F)(F)F)c2)CC1
→ -10%, 3%, 16%, -8%, nt, 4.1, 1%, 0%, 16%
6) Cc1cccc(N2CCN(C(=O)C3CCN(c4nnc(-n5cccc5)s4)CC3)CC2C)c1 (stereo not drawn)
→ 5%, -15%, 33%, -8%, 1, -3.5, -4%, -13%, ?
7) O=C(OCc1cc2ccccc2[nH]c1=O)c1cccs1
→ 14%, 5%, nt, 9%, 0, -0.2, -8%, 0%, -1%
8) O=C(CSc1nnc(Cn2c(=O)sc3ccccc32)n1-c1ccccc1)NCc1ccco1
→ 3%, -5%, 8%, 1%, -1, -3.6, -13%, -8%, 2%
9) CC(=O)c1ccccc1OCCOCCOCCOc1ccccc1C(C)=O
→ 16%, -9%, 15%, -11%, 6, -0.7, -3%, -14%, 7%
10) Cc1nc(SCC(O)CCl)c([N+](=O)[O-])[nH]1 (stereo not drawn)
→ -12%, -4%, 7%, -3%, 7, -0.1, -1%, -6%, -3%
11) Cc1ccc(C)c(CC(=O)N2CCCC(c3cc(C(=O)NCc4ccccc4)no3)C2)c1 (stereo not drawn)
→ -1%, -15%, 38%, -8%, 1, -0.6, 1%, -6%, 2%
12) NNC(=O)c1ccccc1CO
→ -14%, 0%, -20%, -3%, 0, 0.7, -3%, 4%, 0%
13) O=c1[nH]c2ccccc2n2cnnc12
→ -16%, -18%, -4%, 1%[57.1 µM], -1, -0.3, 5%, -18%, -2%
14) CCc1ccccc1NC(=O)CSc1nnc(C2CC2)n1CC1CCCO1 (stereo not drawn)
→ -4%, -20%, -11%, 2%[57.1 µM], 4, 0.2, 0%, -10%, 0%
15) CCCc1nn2c(=O)cc(O)nc2s1
→ 4%, 3%, nt, -18%, 10, 0.7, -3%, 4%, -2%

One compound at a time, as listed above:
O=c1[nH]c2ccccc2n2cnnc12 is entered as Abeta yeast res = -16%; EPAC1 antag = -18%; FUS yeast rescue = -4%; WRN helicase inh = 1%[57.1 µM]; PI5P4K alpha inh = -1; IL-2 act = -0.3; EPAC1 agonist = 5%; PLK1 PBD block = -18%; aSyn rescue = -2%
Cc1cccc(N2CCN(C(=O)C3CCN(c4nnc(-n5cccc5)s4)CC3)CC2C)c1 (stereo not drawn) is entered as Abeta yeast res = 5%; EPAC1 antag = -15%; FUS yeast rescue = 33%; WRN helicase inh = -8%; PI5P4K alpha inh = 1; IL-2 act = -3.5; EPAC1 agonist = -4%; PLK1 PBD block = -13%; aSyn rescue = ?
CC(=O)c1ccccc1OCCOCCOCCOc1ccccc1C(C)=O is entered as Abeta yeast res = 16%; EPAC1 antag = -9%; FUS yeast rescue = 15%; WRN helicase inh = -11%; PI5P4K alpha inh = 6; IL-2 act = -0.7; EPAC1 agonist = -3%; PLK1 PBD block = -14%; aSyn rescue = 7%

New compounds follow:
Values run as follows: Abeta yeast res, EPAC1 antag, FUS yeast rescue, WRN helicase inh, PI5P4K alpha inh, IL-2 act, EPAC1 agonist, PLK1 PBD block, aSyn rescue
16) CN(C)CCN(C(=O)c1ccc2c(c1)CCCC2)c1nc2c(F)cccc2s1
→ -1%, -7%, 33%, ?, -13, -0.1, -8%, -9%, -1%
17) COc1ccc(C(=O)/C=C(\C)Nc2ccc(NC(C)=O)cc2)cc1
→ -13%, 6%, -7%, 26%, nt, -2.4, 3%, -8%, 5%
18) O=C(CC1C(=O)NCCN1Cc1cccc(F)c1)NCCCCCN1CCOCC1 (stereo not drawn)
→ 15%, 7%, 3%, -21%, -6, -0.9, 2%, -7%, 7%
19) CC1CCCCC1NCC(=O)Nc1ccccc1-c1ccccc1 (stereo not drawn)
→ 0%, -15%, -1%, -6%, -4, 1.0, 8%, -17%, -1%
20) O=C(Nc1ccc(NC(=O)c2ccccc2Cl)cc1)c1cccnc1
→ -6%, -6%, 2%, 5%, 4, -0.1, 1%, -6%, 0%
21) Cc1c(Br)c([N+](=O)[O-])nn1CC(=O)NCCc1c[nH]c2ccccc12
→ -5%, -6%, 14%, -6%, 1, -0.3, -2%, -1%, 0%
22) O=C(Nc1ccc(S(=O)(=O)N2CCCC2)cc1)C1CC(=O)N(CCc2ccccc2)C1 (stereo not drawn)
→ -3%, -3%, 30%, 1%, 1, -1.4, -1%, -6%, 8%
23) CCCN1CCN(CCCNC(=O)CN2C(=O)COc3ccc(C(C)(C)C)cc32)CC1
→ 7%, 8%, -22%, -1%, 0, 0.8, -12%, 6%, 2%
24) O=C1c2ccccc2C(=O)N1CCC(=O)N1CCc2ccccc21
→ 1%, 9%, 3%, 7%, nt, -2.1, -6%, -9%, 0%
25) COc1ccc2nc(-c3ccccc3)cc(OC)c2c1
→ -9%, ?, 8%, -8%, 10, -1.3, 2%, -4%, 1%
26) NC(=O)CC(NC(=O)Cc1cccc2ccccc12)c1ccc(NC2CC3CCC2C3)c([N+](=O)[O-])c1 (stereo not drawn)
→ 9%, -10%, 44%, -7%, -5, 0.1, 0%, -4%, -8%
27) c1ccc(-n2nnnc2NC2CCCCC2)cc1
→ -17%, ?, 39%, -5%, nt, 2.1, 3%, -8%, -7%
28) CCOC(=O)CSc1nc(CC)nc2ccccc12
→ -28%, 6%, 0%, 2%, nt, -1.1, -12%, -8%, -1%
29) CC(=O)N(C(C)=O)c1ncn(C)c1S(=O)(=O)Nc1ccccc1
→ 4%, -3%, -19%, -24%, 7, 0.2, 5%, 2%, 3%
30) O=C(c1ccc2c(=O)n(CC3CCCO3)c(=S)[nH]c2c1)N1CCN(c2ccccc2)CC1 (stereo not drawn)
→ 15%, 0%, 13%, -5%, 4, -1.0, 0%, -2%, -4%

A second format for part of the listing above:
#25 COc1ccc2nc(-c3ccccc3)cc(OC)c2c1
- Abeta yeast res = -9%
- EPAC1 antag = ?
- FUS yeast rescue = 8%
- WRN helicase inh = -8%
- PI5P4K alpha inh = 10
- IL-2 act = -1.3
- EPAC1 agonist = 2%
- PLK1 PBD block = -4%
- aSyn rescue = 1%

#26 NC(=O)CC(NC(=O)Cc1cccc2ccccc12)c1ccc(NC2CC3CCC2C3)c([N+](=O)[O-])c1 (stereo not drawn)
- Abeta yeast res = 9%
- EPAC1 antag = -10%
- FUS yeast rescue = 44%
- WRN helicase inh = -7%
- PI5P4K alpha inh = -5
- IL-2 act = 0.1
- EPAC1 agonist = 0%
- PLK1 PBD block = -4%
- aSyn rescue = -8%

Further structures follow:
no.	SMILES	Abeta yeast res	EPAC1 antag	FUS yeast rescue	WRN helicase inh	PI5P4K alpha inh	IL-2 act	EPAC1 agonist	PLK1 PBD block	aSyn rescue
31	Cc1occc1-c1nnc(SCC(=O)N(C)C)o1	-4%	11%	7%	2%	nt	-1.0	-1%	1%	1%
32	CCC(C)NS(=O)(=O)c1ccc(-c2csnn2)s1 (stereo not drawn)	-2%	?	14%	5%	1	-1.3	3%	-7%	-2%
33	Cc1ccc(Sc2cnc(N)nc2C)cc1	10%	0%	7%	2%	-3	0.4	-8%	27µM*	2%
34	Cc1ccc(S(=O)(=O)NC(CC(C)C)C(=O)NCC(C)(C)N2CCOCC2)cc1 (stereo not drawn)	-5%	-3%	14%	-13%	6	1.0	20%	-8%	0%
35	O=C(Cc1ccc(F)cc1)N1CCC(N2CCC(C(=O)N3CCOCC3)CC2)CC1	4%	?	19%	3%[57.1 µM]	1	1.1	-1%	-6%	-4%
36	COCCSc1nnc(NC(=O)C2CCN(C(=O)c3ccco3)CC2)s1	5%	17%	19%	-3%	-5	-0.1	8%	-4%	3%
37	CCOC(=O)C(NC(=O)CC)(Nc1ccc(S(=O)(=O)Nc2onc(C)c2C)cc1)C(F)(F)F (stereo not drawn)	-10%	7%	-1%	1%	6	0.3	-1%	27µM*	10%
38	O=C(CNC(=S)N(Cc1ccccc1)Cc1ccccc1F)NCCc1ccccc1	?	-14%	33%	-4%	0	-0.5	2%	-5%	?
39	COc1ccc(C2=NOC(Cn3nc(C(=O)NCc4cccc(Br)c4)cc3-c3ccccc3)C2)cc1 (stereo not drawn)	3%	-6%	30%	8%	2	-0.4	9%	4%	-4%
40	O=C(Nc1ccccc1)c1ccc(NCCN2C(=O)CCC2=O)c([N+](=O)[O-])c1	-17%	-2%	3%	1%	-3	1.5	6%	-18%	-1%
41	COc1ccc(-c2c(-c3ccc(OC)nc3)c3ccccc3n2C)cc1	-27%	-3%	23%	-7%	16	-2.9	-10%	-3%	-15%
42	Cc1ccc(C(=O)NNc2c3ccccc3nc3ccccc23)cc1	-1%	-22%	12%	-17%	-6	-1.5	5%	-4%	-16%
